Assay outcomes deposited in PubChem by National Center for Advancing Translational Sciences (NCATS).
p53 reactivator = restores transcriptional activity of mutant p53 | AID 504706 | Potency, µM (series often up to 92.2 µM), for the others: at the top dose activity change, positive = activation, usual class: activators | H1299 p53-A138V BP100-luciferase reporter, luminescence, 24 h | 320,000 compounds, 0.063% hits; also: % of control where 0% means no effect; nearly all actives have a fitted effect of over 45% in size
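H1299 (p53-null), stable ts p53-A138V + BP100-Luc; 1000 cells/well, Opti-MEM/10% FBS; cpd 4 pt, 1:5; 24 h, 37 deg C, 5% CO2; detection reagent 10 min RT; luminescence.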
uPA surface inh = cell surface uPA generation inhibition; Potency, µM (top dose mostly 38.3 µM), without a hit: top-dose activity change, negative = inhibition, hits mostly inhibitors; cell surface uPA generation assay, qHTS; AID 540303; 330,000 compounds, 0.31% hits; active = well fitted inhibition curve with a large enough effect; inconclusive = small, poorly fitted or top-dose-only effect; inactive = no such curve, though single readings can be large or run the other way; tested in mouse RAW 264.7 cells; also: % is scaled to controls: 0 for no effect and ±100 for the full control effect; nearly all actives have a fitted effect of over 55% in size
Rab9 promoter act = Rab9 promoter activation; Huh7 Rab9 promoter-luciferase reporter, luminescence, 24 h; Potency, µM (titrated, usually from 9.22 µM), for inactives: at the highest dose activation, negative = inhibition, actives largely listed as activators; 320,000 compounds, 2.8% hits; also: % of control where 0% means no effect; nearly all actives have a fitted effect of over 60% in size
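Luminescence read-out: Huh7 cells stably expressing Rab9-luciferase, treated 24 h with compound at 37 °C, then lysed with luciferase reagent for 10 min at ambient before reading.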
RORg inh = inhibitors of mouse ROR gamma transcriptional activity | 310,000 compounds, 5.4% hits | Drosophila S2 Gal4-RORgamma UAS-luciferase reporter, 20 h | Potency, µM (doses to about 53.6 µM), without a hit: at the top dose activity change, negative = inhibition, most hits filed as inhibitors | P51450; also: % is scaled to controls: 0 for no effect and ±100 for the full control effect; nearly all actives have a fitted effect of over 60% in size
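Stably transfected Drosophila Schneider cells are the test system, with ROR gamma fused to Gal4 and luciferase under UAS control; luminescence is read after 20 hr of 700 uM copper sulfate induction at ambient temperature.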
VP16 counter = Gal4-VP16 reporter inhibition counter-screen; Potency, µM (top dose mostly 53.6 µM), for the others: at the top dose activity, negative = inhibition, actives largely listed as inhibitors; Drosophila S2 Gal4-VP16 UAS-luciferase, luminescence, 20 h; 310,000 compounds, 3.5% hits;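 also: Gal4-VP16 expression switched on by copper sulfate through the metallothionein promoter; % is scaled to controls: 0 for no effect and ±100 for the full control effect; nearly all actives have a fitted effect of over 50% in size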
NPC1 prom act = NPC1 promoter activation. AID 485313. Huh7 NPC1 promoter luciferase reporter, 24 h. Potency, µM (doses to about 9.22 µM), without a hit: at the highest dose activation, usual class: activators. 320,000 compounds, 2.4% hits;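 also: % of control where 0% means no effect; nearly all actives have a fitted effect of over 60% in size; reporter is driven by a mutant NPC1 promoter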
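Luminescence read-out of NPC1 promoter-driven luciferase in stably transfected Huh7 cells; compounds delivered in DMSO and left 24 h at 37C, 5% CO2, qHTS titration format.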
BRCA1 expr act = increases BRCA1 expression. Potency, µM (highest dose often 46.1 µM), for inactives: at the top dose activation, hits mostly activators. 380,000 compounds, 1.1% hits. AID 624202. MCF7-BRCA1-FFLuc reporter, luminescence, 48 h; response scale: scaled: vehicle 0%, 10 µM genistein 100%; also: nearly all actives have a fitted effect of over 80% in size; some results filed as inactive show a strong effect at the top dose
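Activators of BRCA1 expression were detected as increased firefly luciferase luminescence in engineered MCF7 cells after 48 h compound incubation. Signals were scaled to genistein 10 microM as full activation.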
ELG1 genotox = induces genotoxicity in HEK293T cells with luciferase-tagged ELG1; HEK293T ELG1-luciferase reporter, luminescence, 16 h; Potency, µM (top dose mostly 46 µM), for the others: at the highest dose activity change, positive = activation, actives largely listed as activators; 330,000 compounds, 1.3% hits; AID 504466; also: % of control where 0% means no effect; nearly all actives have a fitted effect of over 60% in size
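Quantitative HTS format in 1536-well plates. HEK293T ELG1-luciferase reporter cells receive test compound and are incubated 16 hr at 37 °C, 5% CO2; ONE-Glo added, 30 min room temperature, then luminescence read.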
FLuc modulator = counter-screen for miR-21 project: firefly luciferase inhibitors or activators | purified FLuc, Km substrates, luminescence inhibition | 360,000 compounds, 6.9% hits | AID 588342 | Potency, µM (titrated, usually from 57.5 µM), without a hit: top-dose activity change, negative = inhibition, usual class: inhibitors | P08659;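 also: plate controls were vehicle for no effect and reference inhibitor for full effect; nearly all actives have a fitted effect of over 55% in size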
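Biochemical qHTS of compounds, final roughly 60 µM downward over six points, against 10 nM purified firefly luciferase using Km concentrations of substrates (10 uM D-luciferin, 10 uM ATP) in Tris acetate pH 7.5 buffer; luminescence output.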
CXXC DNA block = inhibitors of human MLL CXXC domain-DNA interaction; MLL-CXXC / FITC-HOXA9 DNA fluorescence polarization; 290,000 compounds, 0.037% hits; Potency, µM (titrated, usually from 115 µM), without a hit: at the top dose activity change, negative = inhibition, actives largely listed as inhibitors; active = well fitted inhibition curve with a large enough effect in the polarisation, with a control signal flat, not every such curve was filed as active; inconclusive = small, poorly fitted or top-dose-only effect, or effect the other way, or a change in a side signal; inactive = no such curve, though single readings can be large or run the other way; the % refers to the polarisation
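Steps: dispense CXXC domain solution (7 uM) → pin compounds or unlabeled HOX-A9 DNA control → 5 min ambient → add FLSN-HOX-A9 solution (50 nM) → spin → 30 min ambient → fluorescence polarization. Tris pH 7.5/NaCl/DTT/BSA buffer.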
MBNL1-CUG inh = blocks human MBNL1 binding to CUG repeat RNA; TR-FRET MBNL1-His/biotin-(CUG)12 binding, 665/545 ratio; Potency, µM (top dose mostly 57.5 µM), without a hit: at the highest dose activity change, negative = inhibition, actives largely listed as inhibitors; 280,000 compounds, 0.036% hits; active = well fitted inhibition curve with a large enough effect in the signal ratio, with a control signal flat, not every such curve was filed as active; inconclusive = small, poorly fitted or top-dose-only effect, or effect the other way, or a change in a side signal; inactive = no such curve, though single readings can be large or run the other way; the % refers to the signal ratio; also: % is scaled to controls: 0 for no effect and ±100 for the full control effect
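MBNL1-His + Biotin-(CUG)12, cpd titration 92 nM–58 uM; Tb anti-His Ab 0.055 ng/ul, SA-XL665 5 nM (final); 60 min RT; ratiometric 665/545 nm, Ex 340 nm; normalized to buffer and full-complex controls.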
Active calls of the source: *; ? = inconclusive; nt = no result given; & = joins results of further samples; [ ] = another dose, or the depositor's remark. Unless noted, calls follow the shape of the dose curve; as a rule, active = well fitted curve in the direction sought with a large enough effect; inconclusive = small, poorly fitted or top-dose-only effect, or another doubt; inactive = no such curve, though single readings can be large; an effect the other way counts as inactive or inconclusive. Potency is read from the fitted curve at half-maximal effect. Only part of the results is shown (hit frequency here may not be typical).

SMILES	p53 reactivator	uPA surface inh	Rab9 promoter act	RORg inh	VP16 counter	NPC1 prom act	BRCA1 expr act	ELG1 genotox	FLuc modulator	CXXC DNA block	MBNL1-CUG inh
O=C(C1CCC(CNS(=O)(=O)c2cccs2)CC1)N1CCN(c2ccc(Cl)cc2)CC1 (stereo not drawn)	10%	?	-40%[inhibitor]	-18%	?	-31%[inhibitor]	-45%	-17%	1%&-2%	4%	7%
COc1ccc(CC(=O)OCC(=O)N2CCc3ccccc32)cc1OC	15%	-2%	-3%	nt	nt	-1%	23%	-1%	?	nt	nt
Cc1c(O)ccc(-c2n[nH]c(C(=O)O)c2-c2nc3ccccc3s2)c1O	6%	2%	16%	13%	4%	0%	-17%	13%	17µM*	-9%	-8%
O=C(NCc1ccco1)c1cc2c(s1)CSC2	8%	nt	-12%	0%	7%	8%	-17%	4%	-2%	-1%	6%
COc1ccnc(Oc2ccc(F)cc2)c1-c1ncn[nH]1	-1%	2%	2%	-18%	0%	-6%	11%	0%	-1%	-3%	1%
COc1ccccc1N1CCN(C(=O)c2cn(Cc3ccccc3)nc2-c2cccnc2)CC1	-4%	-21%	1%	nt	nt	-1%	-4%	-1%	1%	nt	nt
COC(=O)C1=C(C)Nc2c(c(=O)n(C)c(=O)n2C)C1c1cccc(O)c1 (stereo not drawn)	-3%	5%	0%	-20%	-6%	0%	13%	4%	1%	-7%	-7%
CC1(C)CC(=O)C/C(=N\NC(=O)C2CC23CCC3)C1 (stereo not drawn)	-8%	nt	-5%	-39%	1%	-9%	10%	-2%	-2%	2%	4%
Clc1ccc(-c2ccnc(Oc3ccc4ccccc4c3)n2)cc1	0%	9%	-1%	-27%	5%	0%	0%	-2%	-1%	2%	10%
COc1ccc(N(C(=O)COc2ccccc2OC)S(=O)(=O)c2ccc(C)cc2)cc1	-3%	-6%	4%	8%	-3%	0%	-21%	-2%	7%	11%	5%
O=c1[nH]c(C(F)(F)F)nc2ccccc12	-2%	6%	-3%	-26%	0%	-1%	-9%	-4%	2%	-9%	-3%
CCn1cc(/C=C/C(=O)Nc2ccc(C)cc2Br)cn1	6%	-3%	19%	?	-17%	17%	87%	10%	?	5%	-22%
CSc1nc2sc3c(c2c(=O)[nH]1)CC(C)(C)OC3	nt	-3%	0%	12%	0%	-2%	18%	3%	?	11%	?
COc1ccc(N(CC(=O)NC2CCCC2)C(=O)CS(=O)CC(=O)Nc2ccc3c(c2)OCO3)cc1 (stereo not drawn)	-4%	3%	-4%	-4%	4%	-7%	-20%	-3%	-1%	8%	5%
O=S(=O)(c1cnc(Cl)c(Br)c1)N1CCN(c2ncccn2)CC1	5%	-21%	-3%	0%	1%	-2%	-5%	3%	1%	1%	-7%
CSc1ccc(S(=O)(=O)Nc2ccc(OCC(=O)N3CCOCC3)cc2)cc1	-8%	2%	0%	-6%	13%	-2%	10%	-5%	-9%	18%	-16%
O=c1c2ccccc2c(/C=N/n2cnnc2)c(O)n1-c1ccccc1	-1%	2%	-7%	-33%	-3%	-3%	0%	0%	-3%	5%	3%
CCCN1CCN(CCCNC(=O)Cn2nc(C)n3c(cc4cc(F)ccc43)c2=O)CC1	-9%	0%	-2%	-6%	-14%	3%	5%	0%[9.26 µM]	-1%&4%	13%	6%
CCC(=O)Nc1cc(C(C)(C)C)ccc1C(C)=O	-13%	-2%	-6%	?	7%	2%	-18%	-1%	5%	4%	-22%[11.5 µM]
O=C(Nc1ccc2c(c1)CCC2)c1cc(=O)[nH]c2ccccc12	-1%	-1%	-1%	22%	0%	-7%	0%	13%	1%	0%	nt
COc1ccc(CCN2CC(C(=O)N(C)Cc3ccccc3OC)CCC2=O)cc1 (stereo not drawn)	-5%	-6%	-1%	-1%	1%	-2%	-18%	-1%[9.26 µM]	-3%	1%	-5%
FC(F)(F)c1ccc(Cl)c(NC(=S)N/N=C/c2ccccc2C(F)(F)F)c1	2%	6%	-10%	0.32µM*	0.56µM*	-6%	-35%	2%	4%	-7%	nt
COc1ccc(C2/C=C\CN(CC(C)C)CC(=O)N2Cc2cccc(F)c2)cc1 (stereo not drawn)	-5%	0%	nt	96%	5%	nt	-18%	-1%	nt	nt	nt
CCOc1cc(C(=O)O)ccc1OCCOc1ccccc1	-6%	4%	5%	1%	-9%	-2%	-11%	5%	-2%	3%	3%
Cc1ccc2[nH]c3c(c2c1)CNCC3	-5%	5%	-7%[1.84 µM]	-13%	-3%	0%	4%	-3%	-1%	4%	3%
CC(=O)Nc1ccc(NC(=O)c2ccccc2CCc2ccccc2)cc1	-1%	6%	-4%	12%	-12%	1%	1%	-6%	-2%	6%	4%
C=C(C)CN(CC)C(=O)CC1C(=O)NCCN1C (stereo not drawn)	1%	3%	1%	15%	-8%	-2%	16%	0%	1%	-6%	7%
COCCSc1nnc(NC(=O)COC)s1	6%	1%	-1%	-32%	14%	0%	2%	7%	2%	-9%	-4%
COc1ccccc1NC(=O)CCC(=O)OCc1ccc(Br)cc1	-1%	1%	11%	-17%	3%[10 µM]	0%	-15%	-1%	-9%	-3%	2%
CCNS(=O)(=O)c1ccc(NC(=O)c2ccccc2)cc1	-1%	nt	3%	35%	4%	0%	7%	-3%	-3%	-5%	2%
Cc1ccc(C[n+]2cccc(-c3ccccc3)c2)c(C)c1	2%	-12%	-33%[inhibitor]	?	?	-23%	-47%	-7%	7%	-1%	-14%
CCOc1ccc(C(=O)OCC(=O)Nc2cc(C)on2)cc1OCC	4%	nt	-8%	9%	-3%	-1%	2%	3%	-1%	-2%	?
COc1ccc(S(=O)(=O)N2CCCCC2)cc1NC(=O)CCNC(=O)c1ccco1	1%	3%	-4%	nt	nt	-5%	-11%	1%	7%	nt	nt
CCN1CCN(C(=O)N(CC(=O)Nc2ccc(C(N)=O)cc2)S(=O)(=O)c2ccc(C)cc2)CC1	13%	11%	-1%	nt	nt	0%	-13%	-2%	-9%	nt	nt
NC(=O)c1nn(CC(=O)Nc2ccc3c(c2)OCO3)cc1[N+](=O)[O-]	1%	20%	-3%	-20%	5%	-3%	2%	-1%	0%	-1%	?
CCc1nn(C(CC)C(=O)NCc2cccc(OC)c2OC)c(=O)c2cc3occc3n12 (stereo not drawn)	-8%	?	-5%	?	1%	-3%	-30%	-2%	3%	0%	-2%
O=C(COC(=O)c1cc[n+]([O-])cc1)Nc1cc([N+](=O)[O-])ccc1Cl	2%	2%	-5%	nt	nt	-7%	-4%	3%	-2%	nt	nt
O=C1NC(=Nc2ccccc2)SC1(CO)CO	nt	0%	-2%	-10%	-8%	1%	-2%	-1%	0%	-3%	-2%
CC(CN(C)Cc1nc(Cc2cccc(C(F)(F)F)c2)no1)CN1CCCC1 (stereo not drawn)	1%	nt	-4%	18%	-8%	-3%	-26%	0%	-19%	-4%	-3%
CN1CCN(c2nc(Nc3ccc(F)cc3)nc(Nc3ccc(F)cc3)n2)CC1	-11%	?	-14%	-43%	-4%	-6%	6%	7%	0%	-8%	-11%
CC(C)(C)c1nc2ccccc2[nH]1	-2%	3%	1%	-15%	-2%	0%	-12%	-8%	-1%	1%	-9%
Nc1c(C(=O)NC23CC4CC(CC(C4)C2)C3)sc2nc3c(c(C(F)(F)F)c12)CCC3	1%	8%	15%	4%	3%	13%	11%	2%	-9%	1%	4%
CS(=O)(=O)c1ccc(Cl)c(NC(=O)c2cc(S(=O)(=O)N3CCOCC3)ccc2N2CCCC2)c1	-8%	-3%	7%	nt	nt	-8%	1%	-1%	1%	nt	nt
CCN(CC)C(=O)C1CCCN(Cc2cccc(Oc3ccccc3)c2)C1 (stereo not drawn)	-4%	-5%	-3%	5%	-4%	-3%	4%	-2%	2%	-9%	3%
CC(C)(C)OC(=O)N1CCC[C@H]1C(=O)N/N=C/c1cccc2cccnc12	-4%	9%	-5%	?	-3%	-2%	-1%	1%	3%	-3%	nt
CC1(C)Cc2cccc(OCC(=O)Nc3ccc(S(N)(=O)=O)cc3)c2O1	1%	7%	1%	nt	nt	-3%	-17%	-8%	-1%	nt	nt
CCn1c(Cc2ccccc2)nnc1SCC(=O)Nc1nnc(-c2ccccc2)s1	10%	-3%	-3%	-17%	4%	0%	0%	16%	?	0%	-1%
